HCV inhibitor: qHTS Assay for Inhibitors of Hepatitis C Virus (HCV) | Huh7.5.1 HCVcc-Cre infection, luciferase reporter, 44 h | Potency, µM (series often up to 41.8 µM), for the others: top-dose activity change, negative = inhibition, actives largely listed as inhibitors | actives 3.4% (n = 340,000) | AID 651820, 2012; further: potency means the concentration at half of the fitted maximal effect; on the % scale 0 is the no-effect control and ±100 the full control effect
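Seed cells (1,000/well) for 4 h; treat with compound and infect with HCVcc-Cre, moi about 0.5. Incubate 44 h, then detect luciferase activity.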
Pf growth 48h: Primary qHTS for delayed death inhibitors of the malarial parasite plastid, 48 hour incubation | P. falciparum luciferase growth in erythrocytes, 48 h | Potency, µM (series often up to 28.7 µM), for the others: top-dose activity change, negative = inhibition, usual class: inhibitors | actives 5.9% (n = 310,000) | AID 504832, 2011; further: potency means the concentration at half of the fitted maximal effect; on the % scale 0 is the no-effect control and ±100 the full control effect
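A one-generation exposure of luciferase-tagged malaria parasites in RPMI 1640/Albumax erythrocyte culture, 37 C and 5% CO2. Inhibition is inferred from decreased luminescence after adding detection reagent.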
Cycloheximide cs: Cycloheximide Counterscreen for Small Molecule Inhibitors of Shiga Toxin | cell reporter, cycloheximide protein synthesis inhibition counterscreen | max response, % | actives 12% (n = 300,000) | AID 2314, 2010; in the data active means max response mostly above about 13%, no sharp cut-off; inactive means mostly below about 14%; further: read at 38.3 µM for the half of the compounds with a filed dose; 0% is about no effect
Shiga toxin inh: A qHTS for Small Molecule Inhibitors of Shiga Toxin; Vero cells, Shiga toxin protein synthesis inhibition reporter; inhibition, % at 38.7 µM; actives 9.2% (n = 290,000); in the data active means inhibition mostly above about 28%, no sharp cut-off; inactive means mostly below about 43%; further: 0% is about no effect
Pf growth 96h: Primary qHTS for delayed death inhibitors of the malarial parasite plastid, 96 hour incubation. AID 504834, 2011. actives 6.9% (n = 320,000). Potency, µM (series often up to 28.7 µM), for inactives: at the top dose activity change, negative = inhibition, actives largely listed as inhibitors. P. falciparum luciferase reporter growth, 96 h; further: potency means the concentration at half of the fitted maximal effect; on the % scale 0 is the no-effect control and ±100 the full control effect
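Readout is luminescence from an integrated firefly luciferase in P. falciparum. Red cells, 2% hematocrit and 0.05% parasitemia final, were cultured with compound through two parasite generations (96 hours) at 37 C, 5% CO2.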
Giardia FBPA inh: qHTS Assay for Inhibitors of Fructose-1,6-bisphosphate Aldolase from Giardia Lamblia. Potency, µM (highest dose often 59.6 µM), inactives show top-dose activity, negative = inhibition, usual class: inhibitors. A8B2U2. actives 0.71% (n = 290,000). purified Giardia FBPA. AID 2451, 2010; further: potency means the concentration at half of the fitted maximal effect; on the % scale 0 is the no-effect control and ±100 the full control effect; nearly all actives have a fitted effect of over 55% in size
Target sequence (A8B2U2 whole entry, looked up): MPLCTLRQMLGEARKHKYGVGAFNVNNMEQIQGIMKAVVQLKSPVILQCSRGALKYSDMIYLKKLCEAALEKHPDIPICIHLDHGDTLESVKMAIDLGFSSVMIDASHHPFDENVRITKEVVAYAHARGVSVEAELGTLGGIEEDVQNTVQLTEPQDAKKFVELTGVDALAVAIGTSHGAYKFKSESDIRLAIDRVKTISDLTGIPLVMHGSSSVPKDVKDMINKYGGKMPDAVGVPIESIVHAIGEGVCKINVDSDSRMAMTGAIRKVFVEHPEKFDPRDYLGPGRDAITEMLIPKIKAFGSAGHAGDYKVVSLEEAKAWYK
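40 nM FBPA preincubated 10 min at RT with compound (up to 57.5 uM final), then substrate plus GAPDH/TPI/NAD/arsenate coupling and diaphorase/resazurin added. Fluorescence read after 20 min at RT, 525/598 nm.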
Starred values were filed as active, the others as inactive; i = inactive; u = inconclusive; x = no result given; + = active, no number; [ ] = remark or other dose. Unless noted, the call rests on the fitted dose curve; in most records, active means well fitted curve in the direction sought with a large enough effect; inconclusive means small, poorly fitted or top-dose-only effect, or another doubt; inactive means no such curve, though single readings can be large; an effect the other way counts as inactive or inconclusive. Hits appear at their usual frequency; about 24% have a hit in one of these screens.

SMILES | HCV inhibitor | Pf growth 48h | Cycloheximide cs | Shiga toxin inh | Pf growth 96h | Giardia FBPA inh
CC(C)Sc1cc(N2CCCC2)nc(-c2ccccc2Cl)n1 | u | u | -3 | 14 | u | 2%
Cc1cc(=O)c2cc(NC(=O)c3ccccc3Cl)ccc2[nH]1 | -13% | -24% | 2 | -7 | u | -8%
CCCNc1nc(N)nc(-c2cc(Cl)ccc2OC)n1 | 0% | 0% | 8 | -7 | 5%[5.75 µM] | 3%
CC1Nc2ccccc2C(=O)N1NC(=O)c1ccc(Br)cc1 (stereo unspecified) | 17% | 29% | 5 | -4 | 8.3µM* | 7%
Cc1cc(N)n(-c2ncnc3scc(-c4ccccc4)c23)n1 | 25% | 12% | -5 | -27 | x | 1%
CC(C)CNC(=O)C1CCCN1S(=O)(=O)c1ccc(Cl)cc1 (stereo unspecified) | 23% | x | 4 | -3 | 1% | -3%
O=C(CN1C(=O)NC(c2ccccc2)(c2ccccc2)C1=O)NC1CCCCC1 | -23% | -20% | x | x | -4% | x
CC(C)CC(=O)Nc1ccc2oc(-c3ccncc3)nc2c1 | -17% | 114%[activator] | 24* | 59* | u | 4%
O=c1[nH]c(CSc2nc3ccccc3s2)nc2ccccc12 | -9% | 37%[activator] | 30* | 52* | 60%[activator] | -7%
N/C(=N\OC(=O)CCCCCN1C(=O)c2ccccc2C1=O)c1ccccn1 | 7% | 14% | -2 | 2 | -8%[5.75 µM] | 6%
CC(=O)NCc1ccc2[nH]c(C)cc2c1 | 18% | 14% | -4 | 4 | 0% | u
COc1cc(C(=O)O)ccc1OCc1c(C)noc1C | 6% | 16% | 2 | -14 | x | -2%
c1ccc2c(c1)c1cccc3ccc4cccc2c4c31 | u | 35%[activator] | x | x | -20% | x
COc1ccc(Cn2c(=O)[nH]c3cc(C(=O)N4CCN(c5ccccc5)CC4)ccc3c2=O)cc1 | 20% | u | -5 | -7 | u | -10%
O=C(NC1CCN(C(=O)NCc2ccccc2)CC1)c1ccccc1 | 6% | 3% | -2 | -10 | 9% | 5%
O=C(O)CCC(=O)Nc1ccc(-c2csc(Nc3cccc4ccccc34)n2)cc1 | 13% | 3% | x | x | 1% | x
CCn1c(SCC(=O)NC2CCCCC2)nnc1-c1ccccc1F | -5% | -15% | -6 | 3 | u | 1%
Cn1c(COc2ccccc2)nnc1SCc1nc2ccccc2[nH]1 | 6% | -14% | -3 | -5 | 1.5µM* | 0%
CCCCCCn1c(O)c(C=NCCN2CCCCC2)c(=O)[nH]c1=O | 11% | 12% | 1 | -6 | 21% | 2%
O=C(c1n[nH]c2ccccc12)N1CCN(S(=O)(=O)c2ccc(Cl)cc2)CC1 | -4% | 2.1µM* | x | x | u | x
Cc1ncc([N+](=O)[O-])n1CCOC(=O)c1ccc(Br)cc1 | -4% | 0% | 8 | -2 | 30%[activator] | 0%
OC1(c2ccc(F)cc2)CC2CCC(C1)N2Cc1nnnn1C1CCCC1 (stereo unspecified) | -2% | u | -5 | -9 | x | 12%
CC1CCCN(C(=O)CCNC(=O)Cn2cnc3ccccc3c2=O)C1 (stereo unspecified) | 7% | 21% | -3 | -7 | 13% | 11%
c1ccc(OCc2cc(-c3ccccc3)no2)cc1 | -22% | i | 53* | 76* | 383%[activator] | -1%
Nc1ccc(C(=O)N/N=C/c2cccc(Oc3ccccc3)c2)cc1 | -20% | 9% | 30* | 33 | u | -3%
Oc1c(Br)cc(Br)cc1C=NCc1ccc(F)cc1 | -1% | u | 6 | 2 | 44%[activator] | -26%
CC1CCCN(S(=O)(=O)c2cc3c4c(c2)C(C)C(=O)N4CCC3)C1 (stereo unspecified) | 3% | -28% | -2 | -4 | 3% | x
Nc1nc(SCC(=O)Nc2ccc3c(c2)CCC3)n[nH]1 | -1% | 11% | 8 | 19 | 12% | 1%
O=C(CSc1nc(C2CC2)nc2ccccc12)NCc1ccc2c(c1)OCO2 | x | -6% | 5 | 12 | 53%[activator] | 10%
CCOC(=O)c1sc(N)c(C#N)c1COC(=O)C1=COCCO1 | 4% | -11% | x | x | 0% | x
COc1ccc2nc(C)cc(N3CC(C)OC(C)C3)c2c1 (stereo unspecified) | u | 16% | -5 | -15 | x | 0%
CCOC(=O)Nc1ccc2c(CN3C(=O)NC(CC)(CC)C3=O)cc(=O)oc2c1 | u | x | 16 | 27 | u | 0%
CCOC(=O)C(NC(=O)CC)(Nc1ccccc1)C(F)(F)F (stereo unspecified) | 11% | -9% | -2 | -9 | -6% | 1%
Cc1ccccc1Cn1c(C)nc2ccccc21 | 5.6µM* | u | 1 | -3 | 29% | -14%
Cc1occc1-c1nnc(SCC(=O)N2CCOCC2)n1Cc1ccco1 | 11% | 9% | -3 | -6 | 0% | -4%
COC(=O)CSc1ncccc1-c1nc2ccccc2[nH]1 | 20% | 45%[activator] | 24* | + | u | -1%
Cn1cc(/C=C2\SC(=S)N(NC(=O)c3ccccc3)C2=O)c2ccccc21 | 4% | -22% | -1 | -5 | -41% | -24%
Nc1nc(Nc2ccc(Cl)cc2Cl)nc(C(F)(F)F)n1 | -20% | 88%[activator] | 43* | 65* | -26% | -3%
CCOC(=O)C1CCCN(C(=O)c2ccc3c(c2)N(Cc2ccccc2)C(=O)c2ccccc2S3=O)C1 (stereo unspecified) | -2% | u | 3 | -12 | -10% | -8%
COC(=O)c1oc(-c2ccc(Cl)cc2)nc1C | -2% | 25% | 20 | 40 | 21% | -1%

Structures from the list above with fluorine (5):
SMILES | HCV inhibitor | Pf growth 48h | Cycloheximide cs | Shiga toxin inh | Pf growth 96h | Giardia FBPA inh
CCn1c(SCC(=O)NC2CCCCC2)nnc1-c1ccccc1F | -5% | -15% | -6 | 3 | u | 1%
OC1(c2ccc(F)cc2)CC2CCC(C1)N2Cc1nnnn1C1CCCC1 (stereo unspecified) | -2% | u | -5 | -9 | x | 12%
Oc1c(Br)cc(Br)cc1C=NCc1ccc(F)cc1 | -1% | u | 6 | 2 | 44%[activator] | -26%
CCOC(=O)C(NC(=O)CC)(Nc1ccccc1)C(F)(F)F (stereo unspecified) | 11% | -9% | -2 | -9 | -6% | 1%
Nc1nc(Nc2ccc(Cl)cc2Cl)nc(C(F)(F)F)n1 | -20% | 88%[activator] | 43* | 65* | -26% | -3%

The list continues.
SMILES | HCV inhibitor | Pf growth 48h | Cycloheximide cs | Shiga toxin inh | Pf growth 96h | Giardia FBPA inh
O=C(/C=C/c1ccccc1[N+](=O)[O-])OCC(=O)N1CCCC1 | 9% | 3% | x | x | 5% | x
COCCN(C(=O)COC(=O)c1nc(Cl)ccc1Cl)c1c(N)n(Cc2ccccc2)c(=O)[nH]c1=O | -8% | 11% | x | x | 57%[activator] | x
Cc1cccc(C)c1-n1c(C)cc(/C=C2\C(=O)NN(c3ccccc3)C2=O)c1C | u | -9% | -1 | -8 | u | 2%
CC1CCCCC1NC(=O)CN1C(=O)NC(C)(c2ccc(OC(F)F)cc2)C1=O (stereo unspecified) | 18% | -26% | -1 | 8 | 10%[5.75 µM] | 1%
O=C(CSc1nnc(-c2ccc(F)cc2)o1)NC1CCCC1 | 15% | -1% | -1 | -3 | -7% | -1%
O=C(Cc1sc(Nc2ccccc2)nc1-c1ccccc1)NCc1ccccc1 | u | -23% | 31* | 63* | -85% | -12%
CN(C)c1nc(-c2ccccc2)[n+](C)s1 | 8% | 12µM* | -6 | -16 | 23% | 4%
S=C(NCc1cccnc1)Nc1cccc(Cl)c1 | -10% | u | 1 | -2 | u | 1%
O=C(CCc1ccc(S(=O)(=O)NC2CCCCC2)cc1)NCc1ccccc1 | -18% | x | -1 | -10 | u | 1%
CCn1cc(CN2CCN(CCC(C)C)C(CCO)C2)c2ccccc21 (stereo unspecified) | 1% | u | 1 | -3 | -18% | 11%
COC(=O)c1sccc1NC(=O)C1C2C=CC(C2)C1C(=O)O (stereo unspecified) | 23% | 8% | -6 | -2 | 17% | 4%
COc1ccc(Cc2nnc(CCc3ccccc3)s2)cc1 | 11% | 4% | 6 | -4 | u | 0%
C/C=C/c1ccc(OCC(=O)O)c(OC)c1 | 10% | -2% | -3 | -8 | 9% | 9%
Cc1nc2scc(C)n2c(=O)c1S(=O)(=O)N1CCN(c2cccc(C(F)(F)F)c2)CC1 | -12% | u | -2 | 1 | u | 4%
Cc1ccccc1NC(=O)C(C#N)Cc1cccnc1 (stereo unspecified) | 6% | 7% | -2 | -5 | u | 7%
Cn1c(CNC(=O)C(C)(C)C)nc2ccccc21 | -6% | 21% | -1 | -7 | 10% | 0%
COc1ccc(C(=O)C2CCCN(Cc3cccc4c3OCO4)C2)cc1OC (stereo unspecified) | -7% | -5% | -2 | -4 | u | 5%
Cc1onc(-c2ccccc2)c1C(=O)Nc1ccc(Br)cc1Cl | 9% | 15µM* | -2 | 7 | 2% | 27%
CCCc1nc2oc3ccccc3c(=O)c2c(=O)n1CCCOC | 10% | u | 1 | 7 | u | 1%
CCn1c(CC(=O)Nc2ccc(C)c(Cl)c2)nnc1SCC(=O)Nc1nc(C)cs1 | 11% | -28% | -2 | -24 | x | 4%
CNc1nc(CC(C)=O)ns1 | -9% | 16% | 3 | -9 | u | 1%
CCN(CC)CCCC(C)NC(=O)c1c(NC(=O)c2ccccc2)sc2c1CCCC2 (stereo unspecified) | 10µM* | u | -6 | -17 | -23% | -25%
COc1cccc(NC(=O)C2CCN(S(=O)(=O)c3ccc4c(c3)C(C)(C)C(=O)N4C)CC2)c1 | -5% | -31% | 11 | -6 | u | 7%
Cc1ccc(S(=O)(=O)N2CCC(C(=O)OCC(=O)N3CCCC(C)C3)CC2)cc1C (stereo unspecified) | 23% | u | x | x | 21% | x
O=C(Nc1ccc2snnc2c1)N1CCCCC1 | -6% | 20% | 19* | 29 | 35%[activator] | 1%
CCNC(=O)NC1(C(=O)Nc2ccc3c(c2)OCCO3)CCCCC1 | 13% | 19% | 5 | 2 | u | x
CCSc1nc(N)c(NC(=O)c2ccc(Br)o2)c(=O)[nH]1 | -1% | 17% | -2 | -2 | u | x
CCN(CC)S(=O)(=O)c1ccc(N2CCOCC2)c(NC(=O)c2ccccc2)c1 | -17% | u | 7 | -12 | u | 2%
COC(=O)c1ccc(CSc2nc3c(cnn3-c3ccc(C)cc3)c(=O)[nH]2)o1 | 5% | 15% | -4 | -4 | 0% | 0%
COc1ccc2c(c1OC)C(=O)N(c1cccc(C)c1)C2 | -19% | 172%[activator] | 41* | 49* | -20% | 1%
COc1cc(NC(=O)c2ccc3c(c2)OCO3)ccc1NC(=O)c1ccco1 | u | 21% | 1 | 4 | -13% | 4%
Cc1ccc(CNC(=O)CSc2ncn[nH]2)cc1 | -1% | 29% | 8 | 11 | 52%[activator] | -14%
CCOc1ccc(NC(=O)N(CC(C)C)CC(C)C)cc1 | 16% | x | -2 | 26 | 4% | 1%
CCOc1cc(S(=O)(=O)N2CC=C(c3ccc(F)cc3)CC2)c(OCC)cc1-n1cnnn1 | -16% | 7.4µM* | 2 | -8 | u | 15%
COc1cccc(C(=O)CSc2nc3ccccc3n2CC(=O)N(C(C)C)C(C)C)c1 | 12% | -5% | -2 | 11 | 107%[activator] | 4%
CCN1CCCC1Cn1cnc2c([nH]c3ccc(Cl)cc32)c1=O (stereo unspecified) | -25% | 9% | 4 | 13 | -5%[5.75 µM] | 1%
Nc1nonc1-n1nnc(C(=O)N/N=C\c2cccc(Cl)c2)c1CN1CCOCC1 | -10% | 19% | -4 | 3 | 53%[activator] | -4%
